Assay outcomes deposited in PubChem BioAssay by National Center for Advancing Translational Sciences (NCATS).
FUS yeast rescue: qHTS for Suppressors of FUS Proteinopathy: Primary screen using FUS-linked yeast assay; S. cerevisiae FUS-expressing, growth rescue, OD600, 24 h; Potency, µM (top dose mostly 76.6 µM), for inactives: at the highest dose growth rescue (activation), usual class: activators; 390,000 compounds, 0.24% hits;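 further: potency means the concentration at half of the fitted maximal effect; plate controls were DMSO vehicle for no effect and reference control for full effect; nearly all actives have a fitted effect of over 55% in size; some results filed as inactive show a strong effect at the top dose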
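Galactose (2%) drives FUS expression in yeast precultured in raffinose; seeding density OD 0.005. Test compounds incubated 24hr at 30C and 99% humidity before absorbance at 600 nm was measured.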
PTHR1 agonist: qHTS for PTHR1 Agonists: Primary Screen | HEK293 GP2 PTHR1 cells, GloSensor cAMP luminescence, 1 h | Potency, µM (series often up to 115 µM), for the others: at the highest dose activation, usual class: activators | 410,000 compounds, 0.075% hits; further: potency means the concentration at half of the fitted maximal effect; nearly all actives have a fitted effect of over 55% in size; some results filed as inactive show a strong effect at the top dose; inactives centre near -15; many of its hits are not listed in these tables
Target sequence (Q03431 whole entry, looked up): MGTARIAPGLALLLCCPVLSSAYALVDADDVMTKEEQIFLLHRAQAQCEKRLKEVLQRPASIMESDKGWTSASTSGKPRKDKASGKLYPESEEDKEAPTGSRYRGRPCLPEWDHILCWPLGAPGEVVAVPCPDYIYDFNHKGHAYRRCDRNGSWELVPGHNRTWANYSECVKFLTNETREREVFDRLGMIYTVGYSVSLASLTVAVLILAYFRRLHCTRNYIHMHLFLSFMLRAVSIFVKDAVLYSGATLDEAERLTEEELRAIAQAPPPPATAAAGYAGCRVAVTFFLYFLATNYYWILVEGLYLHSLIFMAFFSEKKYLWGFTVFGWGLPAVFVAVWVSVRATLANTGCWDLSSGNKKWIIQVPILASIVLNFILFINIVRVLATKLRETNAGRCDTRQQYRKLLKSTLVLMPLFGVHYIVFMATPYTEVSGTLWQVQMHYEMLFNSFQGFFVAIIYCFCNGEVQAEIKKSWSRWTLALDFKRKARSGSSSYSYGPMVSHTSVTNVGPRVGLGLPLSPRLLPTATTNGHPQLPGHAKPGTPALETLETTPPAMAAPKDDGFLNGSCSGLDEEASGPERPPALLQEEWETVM
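HEK-293-derived GP2 cells expressing PTHR1 and a GloSensor cAMP reporter, 3,000/well, plated overnight, given luciferin plus IBMX (each 0.5 mM as added) for 1 h at 37 °C, then compound for 1 h at 37 °C. Luminescence was read after 15 min at room temperature.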
aSyn yeast inh: qHTS of alpha-syn Inhibitors; Yeast expressing alpha-synuclein, growth rescue, BacTiter-Glo, 24 h; Potency, µM (highest dose often 46.1 µM), for the others: top-dose growth rescue (activation), actives largely listed as activators; 370,000 compounds, 0.14% hits; further: potency means the concentration at half of the fitted maximal effect; % of control where 0% means no effect; nearly all actives have a fitted effect of over 65% in size
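Galactose-induced alpha-syn yeast (OD600=0.02, raffinose-pregrown) + pinned cpd, 24 hr, 30 deg C; growth by BacTiter-Glo luminescence. Growth restoration scores as activation.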
Abeta yeast res: qHTS for compounds that reverse cellular toxicity of Amyloid beta (A-beta) peptide in yeast: Primary Screen; Potency, µM (titrated, usually from 46.1 µM), for inactives: at the top dose growth rescue, hits mostly activators; 410,000 compounds, 0.063% hits; AID 1347071, 2019; yeast expressing A-beta42, growth rescue, OD600, 48 h; response scale: 0% DMSO, 100% iron-clioquinol control; further: potency means the concentration at half of the fitted maximal effect; nearly all actives have a fitted effect of over 55% in size
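Yeast growth medium received pinned compounds, then yeast cells expressing toxic A-beta were added; plates incubated at 30 C for 48 hr. Growth read as absorbance at 600 nm, normalized to DMSO and equimolar FeCl3 plus clioquinol controls.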
DRD3 antagonist: qHTS of D3 Dopamine Receptor Antagonist: qHTS | D(3) dopamine receptor (Homo sapiens), P35462 | D3R cells, DiscoveRx beta-arrestin luminescence, antagonist mode; stronger effect = lower value | max response, negative = inhibition, % | 360,000 compounds, 2.5% hits | AID 652054, 2013; in the data active means max response below about -50%; inconclusive means no clear call, values can overlap the other calls; further: on the % scale 0 is the no-effect control and ±100 the full control effect; mostly tested at two doses, the higher about 12 µM
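Cells plated overnight at 1500 cells/well, then exposed to library compounds with dopamine controls for 90 minutes at 37 degrees C. DiscoveRx reagent added for 30–60 minutes at room temperature; luminescence read, quantitative HTS format.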
TDP-43 yeast inh: qHTS of TDP-43 Inhibitors; 410,000 compounds, 1.8% hits; TDP-43 expressing yeast growth rescue, BacTiter-Glo, 24 h; Potency, µM (titrated, usually from 46.1 µM), inactives show at the highest dose growth rescue (activation), hits mostly activators; further: potency means the concentration at half of the fitted maximal effect; % of control where 0% means no effect; nearly all actives have a fitted effect of over 50% in size
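Yeast expressing TDP-43 (pregrown in raffinose, seeded at OD600=0.02 in galactose medium) exposed to compounds 24 hr at 30 deg C. Growth read by BacTiter-Glo luminescence; rescue of toxicity appears as increased signal.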
Akt phos inh: HTS Assay for Inhibitors of Akt Phophorylation: Primary Screen; Neuro2A IGF-stimulated pAkt S473 HTRF, 20 min; stronger effect = lower value; activity change, % for hits at 50 µM; 360,000 compounds, 0.32% hits; AID 651550, 2012; in the data active means activity change below about -80%; inconclusive means mostly about -51% to -80%; further: on the % scale 0 is the no-effect control and ±100 the full control effect
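Single-point screen (50 µM final compound) in Neuro2A cells stimulated 20 min with 6 nM IGF at 37 deg C. After lysis, Ser473-phosphorylated Akt read by HTRF (ex 330 nm, em 615/665 nm) as the 665/615 ratio.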
GLP-1R inv ag: qHTS of GLP-1 Receptor Inverse Agonists (Inhibition Mode). Glucagon-like peptide 1 receptor (Homo sapiens), P43220. HEK293 GLP-1R CRE-luciferase, luminescence, 24 h; GLP-1R form is constitutively active. Potency, µM (doses to about 38.3 µM), for inactives: top-dose activity change, negative = inhibition, actives largely listed as inhibitors. 410,000 compounds, 1.6% hits. AID 624417, 2012; further: potency means the concentration at half of the fitted maximal effect; on the % scale 0 is the no-effect control and ±100 the full control effect; nearly all actives have a fitted effect of over 55% in size
Target sequence (P43220 whole entry, looked up): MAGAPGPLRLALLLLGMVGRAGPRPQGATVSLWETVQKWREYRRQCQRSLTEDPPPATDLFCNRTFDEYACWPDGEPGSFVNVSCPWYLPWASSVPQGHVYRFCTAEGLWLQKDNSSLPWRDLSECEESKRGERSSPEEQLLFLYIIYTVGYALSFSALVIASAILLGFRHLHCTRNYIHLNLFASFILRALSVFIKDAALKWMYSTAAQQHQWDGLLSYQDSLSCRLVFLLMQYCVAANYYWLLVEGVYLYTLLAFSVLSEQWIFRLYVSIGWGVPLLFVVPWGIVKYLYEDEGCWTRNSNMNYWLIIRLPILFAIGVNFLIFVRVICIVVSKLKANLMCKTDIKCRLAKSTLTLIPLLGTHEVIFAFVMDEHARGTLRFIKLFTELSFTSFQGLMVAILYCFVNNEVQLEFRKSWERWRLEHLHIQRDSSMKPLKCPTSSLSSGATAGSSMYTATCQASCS
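Inverse agonists were sought by their lowering of basal cAMP reporter luciferase output in HEK293 cells stably carrying constitutively active human GLP-1R, after 24 h compound treatment.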
GLP-1R agonist: qHTS of GLP-1 Receptor Agonists; HEK293 GLP-1R CRE-luciferase, luminescence, 4-6 h; cells express a hypersensitive GLP-1R form; Potency, µM (series often up to 45.6 µM), without a hit: top-dose activation, hits mostly activators; 380,000 compounds, 0.007% hits; AID 624172, 2012; further: potency means the concentration at half of the fitted maximal effect; % of control where 0% means no effect
* hit, by the source's call; i = inactive; ? = inconclusive; · = no result given; & = joins results of further samples; [ ] = remark or other dose. Unless noted, the call rests on the fitted dose curve; in most records, active means well fitted curve in the direction sought with a large enough effect; inconclusive means small, poorly fitted or top-dose-only effect, or another doubt; inactive means no such curve, though single readings can be large; an effect the other way counts as inactive or inconclusive.

molecule	FUS yeast rescue	PTHR1 agonist	aSyn yeast inh	Abeta yeast res	DRD3 antagonist	TDP-43 yeast inh	Akt phos inh	GLP-1R inv ag	GLP-1R agonist
O=C(CC(=O)Nc1ccc(F)cc1F)Nc1ccc(F)cc1F	-26%	i	-1%	-4%	-5	7%	i	-1%	-2%
COc1ccc(NC(=O)Nc2nc(C)cc(C)n2)c(OC)c1	4%	-37%[inhibitor]	-5%	2%	12	3%	i	-18%	1%
CC(=O)NC(CCCNC(=S)NC1CCCCC1)C(=O)O (stereo not given)	3%	-16%	0%	9%	-22	-20%	i	5%	0%
O=C(Nc1cccc(F)c1)Nc1ccc2c(c1)C(=O)OC2	-7%	i	-8%	-5%	-14	-14%	i	6%	4%
C/C(=N\NC(=O)c1cc2ccccc2cc1O)c1ccc2c(c1)OCO2	·	-18%	-8%	2%	-10	-5%	i	0%	-20%
COc1ccc(NC(=O)c2cc3c(=O)n(C)c4ccccc4c3n2C)cc1OC	?	i	1%	1%	30	8%	i	29%	-5%
O=C(CC1OC(=O)c2ccccc21)NC1CCCCC1 (stereo not given)	13%	-4%[57.5 µM]	6%	10%	-24	8%	i	7%	-7%
COc1ccc(OC)c(NC(=O)CSc2cn(CC(=O)N3CCCCCC3)c3ccccc23)c1	?	-29%	·	-10%	·	27%	·	?	·
COCC(=O)Nc1c(C(=O)Nc2cccc(OC)c2)oc2ccccc12	-11%	-22%	1%	1%	15	-6%	i	-1%	11%
Cc1csc(NC(=O)NC2(C(F)(F)F)Oc3ccccc3O2)n1	2%	-8%[57.5 µM]	9%	-3%	8	8%	i	9%	4%
CSc1ccccc1NC(=O)COc1ccccc1Cl	21%	-16%[57.5 µM]	0%	-13%	15	23%	·	?	9%
COc1cccc(CC2CC(=O)N(c3ccc4c(C)cc(=O)oc4c3)C2=O)c1 (stereo not given)	-6%	-15%	-2%	-6%	11	0%	i	-8%	2%
CCN(Cc1ccccc1)C(=O)C1CCN(S(=O)(=O)c2ccc3c(c2)OCCO3)CC1	3%	-19%	0%	10%	13	6%	i	1%	1%
CCOc1ccccc1NC(=O)c1ccc2nccnc2c1	-5%	-21%	0%	-16%	-3	0%	i	18%	0%
O=C(N/N=C/c1cc([N+](=O)[O-])cc([N+](=O)[O-])c1O)/C(=C\c1cccs1)NC(=O)c1ccccc1	·	i	1%	-5%	?	18%	i	21%	-1%
COc1ccc(C(CNC(=O)CNC(=O)c2cccc(C)c2)N2CCCCC2)cc1 (stereo not given)	-9%	i	4%	-2%	-52*	14%	i	-9%	-2%
Nc1scc2c(C(=O)O)nn(-c3ccccc3)c(=O)c12	-5%	18%	·	-22%	·	·	·	·	0%
Cn1c2ccccc2c(=O)c2ccc(C#CC3(O)CCCCC3)cc21	?	-3%	?	0%	121	?	i	7.9µM*	-10%
COc1cccc(OCc2cc(C(=O)N3CCN(C(=O)c4ccco4)CC3)no2)c1	17%	-9%	0%	-4%	4	?	i	18%	17%
Clc1ccc(-c2cnc3n2CCCCC3)cc1	8%	-35%[inhibitor]	-7%	6%	-19	-10%[0.397 µM]	i	?	18%
CSc1ccccc1NC(=O)Nc1ccccc1	6%	-25%	-10%	4%	-12	-13%	i	1%	-1%
CCN(CC)C(=O)C1=C(C)N(Cc2ccc(C(C)(C)C)cc2)C(=O)C(CC(=O)NCCCCc2ccccc2)C1 (stereo not given)	?	-75%[inhibitor]	0%	6%	5	?	i	?	-3%
COc1ccc(CCC(=O)N2CC(C)OC(C)C2)cc1 (stereo not given)	12%	i	0%	-8%	-22	-23%	i	0%	-10%
Cc1cccc(N=[N+]([O-])c2cccc(C)n2)n1	-4%	-5%	2%	-1%	0	19%	i	18%	0%
CC(C)[C@H](NC(=O)c1ccccc1Br)C(=O)OCc1nc2ccsc2c(=O)[nH]1	1%	26%	0%	-4%	0	-10%	i	23%	6%
Cc1noc(/C=C/N(C)C)c1S(=O)(=O)N1CCCC(C(=O)Nc2ccccc2F)C1 (stereo not given)	39%	?	4%	-2%	-28	-3%	i	?	-5%
C/C(=N\NC(=O)CSc1nc(C)cc(C)n1)c1cccc([N+](=O)[O-])c1	16%	-5%	-4%	-13%	-2	0%	i	0%	0%
O=C(CSc1cccc(C(F)(F)F)c1)NC(=O)NCc1ccco1	11%	0%[57.5 µM]	7%	13%	2	6%	i	?	3%
CCOc1ccc(CNC(=O)CCC(=O)N2CCSc3ccccc32)cc1	1%&11%	-33%&-7%[inhibitor]	1%	2%&5%	11	?	i	?	3%
COC(=O)CN1C(=O)C(O)(CC(=O)c2ccc(Br)cc2)c2ccccc21 (stereo not given)	-4%	i	-1%	0%	-24	8%	i	-12%	0%
CSCCC(NC(=O)C12CC3CC(CC(C3)C1)C2)C(=O)OCC(=O)c1ccc(Cl)cc1 (stereo not given)	-20%	-38%[inhibitor][57.5 µM]	7%	9%	-13	9%	i	0%	-17%
CCc1nnc(NS(=O)(=O)c2ccc(N)cc2)s1	-20%	-24%	0%	-12%	0	0%	i	6%	-2%&-1%
Cc1cc(Nc2cccc(F)c2)nc(-c2ccccc2O)n1	-13%	-7%[57.5 µM]	-6%	-9%	6	?	i	11%	0%
CCOc1ccc2oc(C(=O)OCC(=O)NC3CC3)c(C)c2c1	-13%	-22%	-3%	7%	-18	-3%	i	-1%	-3%
COCCOc1cc(NC(=O)CS(=O)(=O)CC(=O)N(C)C)c(Cl)cc1Cl	4%	-24%	0%	2%	5	-16%	i	-19%	10%
Cc1ccc(C(=O)COC(=O)c2cccc(NC(=O)c3ccc([N+](=O)[O-])cc3[N+](=O)[O-])c2)cc1	?	-88%[inhibitor][57.5 µM]	0%	5%	?	-11%	i	?	-30%[inhibitor]
CC(=O)c1ccc(NC(=O)C(C)Nc2ccc(Cl)cc2)cc1 (stereo not given)	48%	-16%	-13%	10%	-56*	·	i	-29%	5%
Cc1cccc(C(C)(C)C)c1OCCN1CCCC1	7%	11%	-5%	-3%	-93*	-8%	i	-11%	-1%
CCCN(CCC)CCNC(=O)C1c2ccccc2C(=O)N(CCOC)C1c1ccc(F)cc1 (stereo not given)	0%	-6%	8%	4%	0	-1%	i	-4%	4%
CCOc1ccc(NC(=O)CSc2nc3nc4c(cc3c(=O)n2CC)COC(C)(C)C4)cc1	15%	-8%	0%	15%	2	0%	i	6%	11%

Of the compounds above, these contain a nitro group on carbon:
molecule	FUS yeast rescue	PTHR1 agonist	aSyn yeast inh	Abeta yeast res	DRD3 antagonist	TDP-43 yeast inh	Akt phos inh	GLP-1R inv ag	GLP-1R agonist
O=C(N/N=C/c1cc([N+](=O)[O-])cc([N+](=O)[O-])c1O)/C(=C\c1cccs1)NC(=O)c1ccccc1	·	i	1%	-5%	?	18%	i	21%	-1%
C/C(=N\NC(=O)CSc1nc(C)cc(C)n1)c1cccc([N+](=O)[O-])c1	16%	-5%	-4%	-13%	-2	0%	i	0%	0%
Cc1ccc(C(=O)COC(=O)c2cccc(NC(=O)c3ccc([N+](=O)[O-])cc3[N+](=O)[O-])c2)cc1	?	-88%[inhibitor][57.5 µM]	0%	5%	?	-11%	i	?	-30%[inhibitor]

(next part)
molecule	FUS yeast rescue	PTHR1 agonist	aSyn yeast inh	Abeta yeast res	DRD3 antagonist	TDP-43 yeast inh	Akt phos inh	GLP-1R inv ag	GLP-1R agonist
Cc1ccc(NC(=O)CN2C(=O)CSc3ccc(S(=O)(=O)N4CCCCC4)cc32)cc1	?	-15%	2%	0%	-3	-8%	i	5µM*	-1%
COCCN1C(=O)C(=O)/C(=C(/O)c2ccc(S(=O)(=O)N3CCCCC3)cc2)C1c1ccc(O)c(OC)c1 (stereo not given)	2%	0%	-4%	26%	-8	-11%	i	18%	-1%
Cc1n[nH]c(=O)n1-c1ccc(OC(F)(F)F)cc1	-6%	0%	-1%	2%	-9	-6%	i	6%	13%
Cc1ccc(-c2nnn(CCC(=O)Nc3ccc4c(c3)OCO4)n2)cc1	-12%	12%[57.5 µM]	-3%	-4%	-22	-26%	i	0%	-1%
Cc1nnc(N2CCC(C(=O)NCCc3ccccc3)CC2)c2nn(-c3ccc(Cl)cc3)c(C)c12	-1%	?	·	1%	·	0%	·	1%	·

With a hit mark in GLP-1R inv ag (from the list above):
canonical_smiles	PTHR1 agonist	aSyn yeast inh	DRD3 antagonist	Akt phos inh	GLP-1R inv ag	GLP-1R agonist
Cn1c2ccccc2c(=O)c2ccc(C#CC3(O)CCCCC3)cc21	-3%	?	121	i	7.9µM*	-10%
Cc1ccc(NC(=O)CN2C(=O)CSc3ccc(S(=O)(=O)N4CCCCC4)cc32)cc1	-15%	2%	-3	i	5µM*	-1%

These rows are one share of the data; rates above refer to the full screens.
